AmpC det inh – Promiscuous and Specific Inhibitors of AmpC Beta-Lactamase (assay with detergent). purified AmpC, nitrocefin hydrolysis with detergent. Potency, µM (top dose mostly 28.7 µM), without a hit: top-dose activity change, negative = inhibition. 0.09% of 71,000 active; active = well fitted curve in the direction sought with a large enough effect
Target sequence (P00811 whole entry, looked up): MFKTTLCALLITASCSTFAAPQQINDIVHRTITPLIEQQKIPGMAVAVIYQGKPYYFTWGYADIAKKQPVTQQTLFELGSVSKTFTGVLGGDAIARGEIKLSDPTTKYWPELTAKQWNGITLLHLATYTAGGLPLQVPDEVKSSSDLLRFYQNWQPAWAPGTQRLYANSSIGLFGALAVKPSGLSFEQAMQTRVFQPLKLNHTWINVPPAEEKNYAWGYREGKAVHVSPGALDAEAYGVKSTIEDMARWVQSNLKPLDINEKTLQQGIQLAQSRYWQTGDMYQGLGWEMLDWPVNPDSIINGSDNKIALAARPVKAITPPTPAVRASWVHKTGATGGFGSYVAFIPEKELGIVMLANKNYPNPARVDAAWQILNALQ
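E. coli AmpC (5.3 nM) in 20 mM phosphate pH 7.0 with 0.01% Triton X-100, preincubated 15 min RT with compound; nitrocefin (2 uL of 800 uM stock) hydrolysis followed by 480 nm absorbance every 20 s over 4 min.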
An asterisk follows results filed as active; & = joins results of further samples; [ ] = remark or other dose. % is scaled to controls: 0 for no effect and ±100 for the full control effect; potency is read from the fitted curve at half-maximal effect. A portion of the library. The share of hits here may be higher or lower than overall.

SMILES	AmpC det inh
COC(=O)[C@@]1(Cc2ccc(F)cc2)[C@H]2c3cc(C(=O)N(C)C)n(Cc4ccsc4Br)c3C[C@H]2CN1C(=O)c1ccccc1	-3%
CC(C)CNC(=O)CN(C1CCCCC1)S(C)(=O)=O	0%
CCC(=O)Nc1ccc2nc(C3CC3)n(Cc3ccccc3)c(=O)c2c1	-3%
CC(=O)[C@H]1CC[C@H]2[C@@H]3CCC4=CC(=O)CC[C@]4(C)[C@H]3CC[C@]12C	7%&22%
CNC(=O)[C@@H]1O[C@@H](n2cnc3c(NCc4ccc(N)cc4)ncnc32)[C@@H](O)[C@H]1O	0%
Brc1cnn(-c2nc(N3CCOCC3)nc(N3CCOCC3)n2)c1	-3%
COc1ccc(S(=O)(=O)NC(CC(=O)NCc2ccco2)c2ccco2)cc1 (stereo not drawn)	-1%
Cc1cc(C(=O)Nc2cccc3ncccc23)no1	-2%
Cc1cc(-c2ccc(N=Nc3cc(S(=O)(=O)O)c4ccccc4c3N)c(C)c2)ccc1N=Nc1cc(S(=O)(=O)O)c2ccccc2c1N	13µM*
COc1cccc(-n2cc3c(=O)n(C)c(=O)n(C)c3c2)c1	0%
Cc1ccc(S(=O)(=O)N(C)c2ccc(C(=O)O)cc2)cc1	-1%
CCC(=Nc1ccc2c(c1)CCC2)c1c(O)n(C2CCCCC2)c(=O)[nH]c1=O	2%
COc1cccc(-c2nc(CS(=O)CC(=O)NCc3ccc4c(c3)OCO4)c(C)o2)c1 (stereo not drawn)	7%
COc1ccc(Cn2nnnc2C(c2ccc(F)cc2)N2CCN(C3CCCC3)CC2)cc1 (stereo not drawn)	1%
C=CCOc1ccc(/C(O)=C2\C(=O)C(=O)N(CCOC)C2c2cccnc2)cc1 (stereo not drawn)	14%
O=C(O)/C=C/c1ccc(/C=C/C(=O)O)cc1	10%
CC1(C)NC(=O)N(CC(O)CNC23CC4CC(CC(C4)C2)C3)C1=O (stereo not drawn)	-4%
C/C(C=O)=C/c1ccccc1	9%
COC(=O)c1ccc(C)c(NC(=O)c2c(-c3ccccc3)noc2C)c1	-6%
c1coc(CNc2nc3sc4c(c3c3ncnn23)CCCC4)c1	-1%
COc1ccc(NC(=O)c2cc(C3CC3)on2)c(OC)c1	-2%
OC(COCC1CC=CCC1)Cn1cnc2ccccc21 (stereo not drawn)	14%
CCS(=O)(=O)NCc1csc(-c2ccccc2)n1	13%
COc1cccc(Cn2nnc(C(=O)NCc3ccccc3Cl)c2N)c1	11%
O=C(Cc1cccs1)N1CCN(C(=O)C2CCCO2)CC1 (stereo not drawn)	-4%
Cc1ccc2c(c1)NCC(C(=O)NC1CCCCC1)O2 (stereo not drawn)	-1%
CC(=O)N1CSCC1C(=O)O (stereo not drawn)	-1%
O=C(OC1CCCCC1)c1ccc2c(c1)C1C=CCC1C(C(=O)O)N2 (stereo not drawn)	-23%
CC1(C)CC(=O)C2=C(C1)Nc1ccccc1NC2c1cccnc1 (stereo not drawn)	7%
CCCn1c(NCc2cccc(OC)c2O)nc2ccccc21	-3%
Cc1c(NC(=O)c2cnn3c2NC(c2ccco2)CC3C(F)(F)F)c(=O)n(-c2ccccc2)n1C (stereo not drawn)	1%
CCC1(CC)NC(=O)N(CC(=O)OCC(=O)Nc2cc(C)ccc2C)C1=O	-4%
CC(C)C1N(c2ccccc2)C(N)=C(C#N)C1(C#N)C#N (stereo not drawn)	-5%
COc1ccc(C2CC(c3cc(Br)ccc3F)n3nnnc3N2)cc1 (stereo not drawn)	-4%
CCOC(=O)N1CCN(C(=O)c2oc3ccc(S(=O)(=O)N4CCCCC4)cc3c2C)CC1	2%
Cc1ccc(-c2cnc(NC(=O)CCC(=O)N3CCCCC3)n2C)cc1	0%
CCOC(=O)[C@@H](O)Cc1cnc2ccccc2n1	-1%[5.75 µM]
C#CCN(C)CCCOc1ccc(Cl)cc1Cl	0%[12.8 µM]
Cc1ccc(C(=O)Nc2ccccc2N2CCN(C(=O)C(C)C)CC2)cc1C	11%
O=C(c1ccco1)N1CCN(c2c(-c3ccccc3)c3cc(Cl)ccc3[nH]c2=O)CC1	-4%
CSc1cccc(NC(=O)Cn2cccc2)c1	-3%
CC(NC(=O)c1cc2c(=O)n(C)c3ccccc3c2n1C)c1ccc2c(c1)OCCO2 (stereo not drawn)	11%
Cc1cccc(Nc2nc(N)nc(CN3CCN(Cc4ccc5c(c4)OCO5)CC3)n2)c1	0%
O=C(Oc1nsnc1N1CCCCC1)N1CCOCC1	5%
Cc1noc(C)c1CSc1nc2ccccc2n1C	-1%
CCCc1[nH]nc2c1C(CCc1ccccc1)C(C#N)=C(N)O2 (stereo not drawn)	0%
COc1ccc(/C(O)=C2/C(=O)C(=O)N(CCCC(=O)O)C2c2ccc(OC)c(OC)c2)cc1 (stereo not drawn)	-1%
O=C(NCCc1cn2ccsc2n1)C1CCCCC1	11%
Cc1cccc(C)c1NC(=O)C(NC=O)c1ccc(N(C)C)cc1 (stereo not drawn)	22%
CCOC(=O)NC(Nc1nc2ccccc2s1)(C(=O)OCC)C(F)(F)F (stereo not drawn)	-2%
O=C1[C@@H]2Cc3ccccc3CN2C(=O)N1c1cccc(F)c1	0%
Cc1cc(C(F)F)n2nc(C(=O)Nc3ccc(S(=O)(=O)N4CCCC4)cc3)nc2n1	-7%
CCOC(=O)c1nn(-c2ccccc2)c(=O)c2c(N)scc12	10%
CCNc1ncc2nc(-c3ccc(F)cc3)c(=O)n(Cc3ccc(F)cc3)c2n1	-5%
COc1ccc(C2C(C(=O)Nc3cccnc3)=C(C)Nc3nc(-c4cccs4)nn32)cc1OC (stereo not drawn)	8%
O=C(Cn1cnc2c(nnn2Cc2ccccc2)c1=O)c1ccc(Cl)cc1	12%
O=c1[nH]cnc2[nH]cc(CN3CCCCC3)c12	-6%[5.75 µM]
CN(N=O)C(=O)N[C@H]1[C@@H](O)[C@H](O)[C@H](CO)O[C@@H]1O	0%[12.8 µM]
COc1ccc(N2C(=O)CCC(C(=O)NCCN3CCOCC3)C2c2ccc(OC)c(OC)c2)cc1 (stereo not drawn)	-1%
O=C(CCCn1c(SCC(=O)c2ccc(F)cc2)nc2ccccc2c1=O)NCc1ccco1	0%

(cont.)
SMILES	AmpC det inh
O=C(O)CC1(Cc2nc(-c3cccs3)no2)CCCC1	11%
COc1ccc(Nc2cc(C(=O)NCCCN3CCN(C)CC3)c3ccccc3n2)c(OC)c1	-5%
O=C(NCCCN1CCCCCC1)C1CC(=O)N(C2CCCC2)C1 (stereo not drawn)	2%
COc1ccc(CC(=O)NCc2ccccc2)cc1S(=O)(=O)N1CCOCC1	5%
CCCc1ncc(C(O)c2cccc3ccccc23)n1C (stereo not drawn)	1%
Cc1ccccc1Nc1nc(N)nc(CN2CCN(c3ccccn3)CC2)n1	-2%
CCCc1cc(=O)n2[nH]c(NCc3c(Cl)cccc3Cl)nc2n1	-3%
Cc1ccc(-c2nnn(CC(=O)NCc3ccccc3)n2)c(-n2cnnn2)c1	-6%
Cc1ccc(C(=O)Nc2ccc(N3CCOCC3)cc2)cc1	-1%
Cc1cccc(-n2nc3c(c2NC(=O)c2ccc(Br)o2)CSC3)c1	0%
CC(=O)Nc1cccc(NC(=O)c2c(-c3ccccc3)noc2C)c1	-3%
CCCc1nnc(NC(=O)CN2CCOCC2)s1	-4%
CCOc1ccc(C2C(C#N)=C(N)N3C(=C2C#N)Sc2ccccc23)cc1 (stereo not drawn)	16%
O=C(c1cccc(COCC(F)(F)C(F)F)c1)N1CCN(c2ccccc2)CC1	-9%
CS(=O)(=O)N(CCc1ccccc1)CC(=O)Nc1ccc2c(c1)OCO2	-2%
CCN[C@@H]1CN(CCCOC)S(=O)(=O)c2sc(S(N)(=O)=O)cc21	-1%[12.8 µM]
Cn1c(=O)oc2cc(S(=O)(=O)N3CCN(c4ccccc4)CC3)ccc21	-1%
O=c1c2nnn(Cc3ccc(Cl)cc3)c2ncn1Cc1ccc(F)cc1	-1%
CC1=C(C(=O)OCc2ccccc2)C(c2ccco2)n2ncnc2N1 (stereo not drawn)	10%
Cn1c(SCC(=O)NCc2ccccc2)nnc1C1CC1	0%

Sorted by molar mass (low to high): part of the list above
SMILES	AmpC det inh
CCCc1nnc(NC(=O)CN2CCOCC2)s1	-4%
CCCc1ncc(C(O)c2cccc3ccccc23)n1C (stereo not drawn)	1%
O=C(O)CC1(Cc2nc(-c3cccs3)no2)CCCC1	11%
Cc1ccc(C(=O)Nc2ccc(N3CCOCC3)cc2)cc1	-1%
Cn1c(SCC(=O)NCc2ccccc2)nnc1C1CC1	0%
O=C(NCCCN1CCCCCC1)C1CC(=O)N(C2CCCC2)C1 (stereo not drawn)	2%
CC1=C(C(=O)OCc2ccccc2)C(c2ccco2)n2ncnc2N1 (stereo not drawn)	10%
CCCc1cc(=O)n2[nH]c(NCc3c(Cl)cccc3Cl)nc2n1	-3%
O=c1c2nnn(Cc3ccc(Cl)cc3)c2ncn1Cc1ccc(F)cc1	-1%
CCOc1ccc(C2C(C#N)=C(N)N3C(=C2C#N)Sc2ccccc23)cc1 (stereo not drawn)	16%
Cn1c(=O)oc2cc(S(=O)(=O)N3CCN(c4ccccc4)CC3)ccc21	-1%
Cc1ccc(-c2nnn(CC(=O)NCc3ccccc3)n2)c(-n2cnnn2)c1	-6%
Cc1ccccc1Nc1nc(N)nc(CN2CCN(c3ccccn3)CC2)n1	-2%
CCN[C@@H]1CN(CCCOC)S(=O)(=O)c2sc(S(N)(=O)=O)cc21	-1%[12.8 µM]
COc1ccc(CC(=O)NCc2ccccc2)cc1S(=O)(=O)N1CCOCC1	5%
O=C(c1cccc(COCC(F)(F)C(F)F)c1)N1CCN(c2ccccc2)CC1	-9%
COc1ccc(Nc2cc(C(=O)NCCCN3CCN(C)CC3)c3ccccc3n2)c(OC)c1	-5%
O=C(CCCn1c(SCC(=O)c2ccc(F)cc2)nc2ccccc2c1=O)NCc1ccco1	0%

Next structures follow.
SMILES	AmpC det inh
Cn1cc(CNC(=O)C2c3ccccc3Oc3ccccc32)cn1	-5%
COc1ccc(CN2CCN(c3cc(C)nc4c5c(C)cc(C)nc5nn34)CC2)cc1F	-4%
CCN(CC)C(=O)C1CCCN(Cc2cccc(F)c2)C1 (stereo not drawn)	-3%
CCOc1ccccc1NC(=O)CC1Nc2cc(C)c(C)cc2NC1=O (stereo not drawn)	4%
COc1cccc(NC(=O)CNC(=O)c2ccccc2)c1	-4%
C=C[C@]12CN(C)[C@H]3C1[C@@]1(C(=O)Nc4ccccc41)[C@H]1C[C@H]2[C@H]3CO1	-3%[12.8 µM]
Cc1cccc(-n2c(O)c(C=Nc3ccc4c(c3)OCO4)c3ccccc3c2=O)n1	-2%
O=C(NC1CCCCC1)c1ccc(CNc2ccccc2)o1	10%
CCc1cccc(NC(=O)c2snc3c(=O)[nH]cnc23)c1	-1%
O=S(=O)(N1CCOCC1)n1nnc2ccccc21	-1%
COc1cccc(NC(=O)Cc2nnc(SCCOc3ccccc3)n2C)c1	-4%
c1ccc(-n2nnnc2OCCOc2nnnn2-c2ccccc2)cc1	-4%
Cc1ccc(CSc2nnc(-c3cccs3)n2C)cc1	-3%
CC1(C)SCC2C(=O)N3C(CSC3(C)C)C(=O)N21 (stereo not drawn)	-6%
CC(=O)c1cccc(NC(=O)c2ccc(N(C)S(C)(=O)=O)cc2)c1	-7%
CCOCCOCC	8%
Cc1ccccc1-n1c(SCc2cc(=O)n3ccccc3n2)nc2[nH]ncc2c1=O	-5%
COC(=O)CN1C(=O)CC(C)(C)S(=O)c2ccccc21 (stereo not drawn)	5%
Cc1ccc(SCC(=O)N2CC(C)OC(C)C2)cc1 (stereo not drawn)	-5%
CCC(C)c1c(O)nc(SCC(=O)c2ccccc2)[nH]c1=O (stereo not drawn)	-3%

Random excerpt: two compounds from above.
SMILES	AmpC det inh
CCc1cccc(NC(=O)c2snc3c(=O)[nH]cnc23)c1	-1%
COc1cccc(NC(=O)CNC(=O)c2ccccc2)c1	-4%

New compounds follow.
SMILES	AmpC det inh
CSc1ccc(Cn2nnc(C(=O)NCc3ccccc3)c2N)cc1	14%
CCN(CC(=O)N1CCOCC1)S(=O)(=O)c1ccc(C)cc1	-5%
CSC(=Nc1ccccc1)c1c(O)n(C)c(=O)n(C)c1=O	14%
COc1ccc(-c2cc(-c3c(O)c(OC)c4occc4c3OC)[nH]n2)cc1OC	-5%
CCN(CC(=O)Nc1ccc2c(c1)OCCO2)c1nc(-c2cccnc2)nc2ccccc12	-3%
O=C(O)c1cc(-c2cccs2)nc2cc3c(cc12)OCCO3	9%
C=CCN1CC(O)=C(c2ccccc2)C1=N	-2%
Cc1noc(COc2ccc(OCc3nc(C)no3)cc2)n1	-2%
COC(=O)[C@@]1(Cc2ccccc2)[C@H]2c3cc(C(=O)N4CCCC4)n(Cc4ccccc4)c3C[C@H]2CN1C(=O)c1ccccc1	-2%
c1ccc2[nH]cnc2c1	10%
CCOC(=O)CSC(CC)C(=O)Nc1nnc(CC)s1 (stereo not drawn)	11%
Cc1ccc(-n2ncc3c(NCc4ccco4)ncnc32)c(C)c1	12%
OCCN1CCN(C(c2cccs2)c2ccc3cccnc3c2O)CC1 (stereo not drawn)	-7%
CCN(CC)CCCNC(=O)c1cn(C)c2ccc(S(=O)(=O)N(C)C)cc2c1=O	3%
O=C(O)CCC(NS(=O)(=O)c1ccc(-c2ccccc2)cc1)C(=O)O (stereo not drawn)	9%
CCOC(=O)N1CCC2(CC1)C(C#N)=C(N)Oc1c2c(C)nn1-c1cccc(Cl)c1	-1%
CCOC(=O)N1CCN(S(=O)(=O)c2ccc(OCC(=O)OC)c(C)c2)CC1	-3%
CCOC(=O)N1CCN(CC(=O)Nc2ccc(OC)cc2)CC1	4%
CN(C(=O)c1ccncc1)c1ccccc1	-2%[5.75 µM]
CCOC(=O)C(CC)n1cnc2c(nnn2-c2ccc(C)cc2)c1=O (stereo not drawn)	5%

Screens from PubChem BioAssay.
